TMEM16A act: mouse TMEM16A channel activation, primary screen; Q8BHY3; HEK293 TMEM16A/YFP-H148Q/I152L, iodide quench fluorescence; stronger effect = lower value; B-score at 10 µM; 340,000 compounds, 0.3% hits;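 active = fluorescence-ratio B-score plate-corrected deviation score at least 3 library SD below zero, with starting fluorescence score within 5 deviations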;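 also: channel opened by trigger with iodide after compound preincubation; score built on the fluorescence ratio of max minus min over baseline; more negative score means more quench and so TMEM16A activation or potentiation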
MrgX1 PAM: human MrgX1 positive allosteric modulation, primary screen | Q96LB2 | MrgX1-HEK293, Fluo-4 calcium flux, FDSS; stronger effect = higher value | B-score at 10 µM | 310,000 compounds, 0.63% hits | AID 588675;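 active = plate-corrected calcium response at least 3 library SD above typical, normal starting fluorescence, not activating the receptor alone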;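 also: compound read alongside a low EC10 to EC30 dose of BAM8-22 agonist; peak minus trough fluorescence over baseline measured at the second addition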
Target sequence (Q96LB2 whole entry, looked up): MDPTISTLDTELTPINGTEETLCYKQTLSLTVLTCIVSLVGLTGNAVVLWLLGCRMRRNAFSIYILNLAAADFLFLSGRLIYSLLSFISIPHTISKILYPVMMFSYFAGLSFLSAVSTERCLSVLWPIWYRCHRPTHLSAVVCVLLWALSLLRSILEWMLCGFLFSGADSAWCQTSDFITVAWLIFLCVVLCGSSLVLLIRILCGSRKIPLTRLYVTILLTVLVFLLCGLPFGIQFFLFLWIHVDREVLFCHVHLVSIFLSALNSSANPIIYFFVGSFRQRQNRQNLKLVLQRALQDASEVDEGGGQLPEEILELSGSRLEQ
RGS4 block: inhibitors of human RGS4. P49798. HEK293 M3R/RGS4 inducible, Fluo-4 calcium flux; stronger effect = higher value; triggered by carbachol at its EC20. B-score at 10 µM. 310,000 compounds, 0.45% hits. AID 463165;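 active = B-score, a plate-corrected calcium signal, over three deviations above library mean, with baseline fluorescence within five deviations of library mean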;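 also: RGS4 expression induced by doxycycline in cells with stable M3 receptor; B-score is computed from the integrated fluorescence ratio over baseline after carbachol; higher B-score means a larger calcium signal and so more RGS4 inhibition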
Target sequence (P49798 whole entry, looked up): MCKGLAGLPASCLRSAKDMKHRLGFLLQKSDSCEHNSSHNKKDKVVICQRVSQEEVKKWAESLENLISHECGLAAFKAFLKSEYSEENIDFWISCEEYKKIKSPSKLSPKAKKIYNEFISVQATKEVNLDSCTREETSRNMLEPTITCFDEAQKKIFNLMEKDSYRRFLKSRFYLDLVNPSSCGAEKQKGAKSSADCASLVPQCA
hERG protect: compounds protecting human hERG from proarrhythmic drug block. Q12809. CHO-hERG, FluxOR thallium flux, dofetilide IC70 present. activation (rescue from dofetilide block), less the hit threshold, % at 10 µM. 310,000 compounds, 0.51% hits. AID 1511;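 active = activation above the mean of controls blocked by dofetilide plus 5 SD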;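 also: thallium influx through hERG after potassium depolarization seen as dye fluorescence rise; in these data hits start at about 4.7%; inactives centre near -7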
ANO1 block: mouse TMEM16A channel inhibition, primary screen | Q8BHY3 | HEK293 TMEM16A/YFP iodide influx fluorescence, ionomycin | normalized B-score (activity score, 25-100; higher = stronger inhibition) at 10 µM | 310,000 compounds, 1.2% hits;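 active = ratio plate-corrected score three or more library SD toward inhibition, starting fluorescence score within five deviations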;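 also: score derived from kinetic fluorescence span divided by baseline fluorescence per well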
KCNK9 inh: human KCNK9 channel inhibition; B-score at 10 µM; AID 488922; 310,000 compounds, 1.2% hits; HEK293 KCNK9, FluxOR thallium flux fluorescence; stronger effect = lower value;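 active = ratio B-score over 3 SD below the library mean, with starting fluorescence within 5 SD of its mean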;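 also: negative B-score means less thallium flux so channel inhibition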
Target sequence (Q9NPC2 whole entry, looked up): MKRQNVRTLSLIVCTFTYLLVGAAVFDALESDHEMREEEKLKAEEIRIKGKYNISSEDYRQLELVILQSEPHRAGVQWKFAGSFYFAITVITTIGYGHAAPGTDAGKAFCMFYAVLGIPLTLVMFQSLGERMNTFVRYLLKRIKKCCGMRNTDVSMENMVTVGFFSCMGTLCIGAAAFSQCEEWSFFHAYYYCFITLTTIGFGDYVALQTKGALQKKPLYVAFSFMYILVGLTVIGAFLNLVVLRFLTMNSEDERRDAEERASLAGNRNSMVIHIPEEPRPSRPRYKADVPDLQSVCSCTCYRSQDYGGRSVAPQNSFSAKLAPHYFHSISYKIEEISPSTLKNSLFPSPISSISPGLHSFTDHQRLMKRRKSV
KCNK3 block: human KCNK3 channel inhibition, primary screen; B-score at 10 µM; O14649; CHO-KCNK3 thallium flux, FluxOR fluorescence; stronger effect = lower value; AID 602410; 340,000 compounds, 0.84% hits;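 active = B-score under library mean minus 4 SD, starting fluorescence ratio at most library mean plus 5 SD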;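 also: more negative B-score means stronger inhibition of thallium flux through KCNK3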
KCNQ1 act: human KCNQ1 channel potentiation or activation | CHO-K1 KCNQ1, thallium flux FluxOR fluorescence; stronger effect = higher value | B-score at 10 µM | 310,000 compounds, 0.35% hits;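 active = fluorescence ratio B-score, a plate-corrected score, at least three library SD, with initial intensity B-score within 5 SD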
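assay system = CHO-K1 cells stably expressing KCNQ1 | medium = assay buffer, equal DMSO in all wells | timing = 37 °C overnight plating, 90-min dark dye load, 20-min compound pretreatment | measured by = kinetic FluxOR thallium fluorescence, 10-s 1-Hz baseline, 110-s post-stimulus read | measure = fluorescence change relative to baseline, converted to B score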
KCNQ1 block: blocks the human KCNQ1 potassium channel; P51787; CHO-K1 KCNQ1, FluxOR thallium flux fluorescence; stronger effect = higher value; B-score at 10 µM; AID 2642; 310,000 compounds, 1.3% hits;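 active = compounds whose thallium flux B-score, printed positive for inhibition, exceeds three library SD while starting fluorescence stays within three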;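 also: channel opened by potassium depolarization with thallium stimulus after 20 min compound exposure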
MrgX1 ag: human MrgX1 receptor agonism, primary screen. B-score at 10 µM. 310,000 compounds, 0.44% hits. Q96LB2. AID 588627. MrgX1-HEK293 cells, Fluo-4 calcium fluorescence, agonist mode; stronger effect = higher value;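 active = calcium response B-score plate-corrected fluorescence ratio at least 3 library SD, with starting fluorescence B-score inside 5 SD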
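System – MrgX1-expressing HEK293 cells · Incubation – cells plated overnight, dye loaded 0.5 h 37 °C, 0.5 h room temperature · Technique – kinetic Fluo-4 NW fluorescence of intracellular calcium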
RGS4 pot: RGS4 potentiation or activation; HEK293 M3R/inducible RGS4, carbachol calcium flux Fluo4; stronger effect = lower value; B-score at 10 µM; 310,000 compounds, 0.92% hits; AID 463111;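 active = B-score of the integrated calcium signal more than 4 SD below the library mean, with starting fluorescence not abnormally high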;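 also: negative B-score means reduced calcium response which marks RGS4 activation or potentiation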
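Assay system: Inducible-RGS4 HEK293 cells carrying M3 receptor | Schedule: Compound preincubation 20 min at room temperature before agonist | Signal: Kinetic calcium fluorescence imaging with Fluo4-AM dye, 2 µM | Read-out basis: B score from integrated fluorescence ratio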
* hit, by the source's call; i = inactive; x = not tested or not shown.

SMILES,hERG protect,RGS4 pot,KCNK9 inh,MrgX1 ag,TMEM16A act,ANO1 block,KCNQ1 act,KCNK3 block,KCNQ1 block,RGS4 block,MrgX1 PAM
COc1ccc(-c2cc(C(=O)Nc3cccnc3Cl)no2)cc1OC,-9,i,i,i,i,i,i,i,i,i,i
COc1ccc(C(=O)Nc2ccnn2C2CCN(C(C)CSC)CC2)cc1 (centres undefined),-15,i,i,i,i,i,i,i,i,i,i
CCOc1ccc(C(=O)NCC(C)C)cc1,-6,i,i,i,i,i,i,i,i,i,i
Cc1cccc(N2CCN(C(=S)NCCc3ccccc3)CC2)c1C,-3,i,i,i,i,i,i,i,i,i,i
CCOC(=O)CCSc1nc2c(c(C(F)(F)F)c1C#N)CCC2,4,i,i,i,i,i,i,i,i,i,i
CN(Cc1ccon1)Cc1cn(Cc2ccccc2)nc1-c1ccc2c(c1)OCO2,-10,i,i,i,i,i,i,i,i,i,i
O=C(CSc1nc2ccccc2s1)Nc1cc(S(=O)(=O)N2CCOCC2)ccc1Cl,-4,i,i,i,i,i,i,i,i,i,i
CC1(C)Cc2nc3sc4c(SCC(=O)NCc5ccco5)ncnc4c3cc2CO1,-9,i,i,i,i,i,i,i,i,i,i
Cc1nnc(NC(=O)CSc2n[nH]c(-c3ccccc3)n2)s1,-9,i,i,i,i,i,i,i,i,i,i
O=C1NCCCCC1NS(=O)(=O)c1cccc2ccccc12 (centres undefined),-3,i,i,i,i,i,i,i,i,i,i
CCOC(=O)c1c(C)[nH]c(C(=O)COC(=O)C2(C)CC2(Cl)Cl)c1C (centres undefined),-7,i,-17*,i,i,i,i,i,i,i,i
CN(CC(=O)N1CCc2ccccc2C1)c1ccccc1,-12,i,i,i,i,i,i,i,i,i,i
Cc1cccc(OCC(=O)N/N=C2/SCC(=O)N2Cc2ccco2)c1,-8,i,i,i,i,i,i,i,i,i,i
N#C/C(=C/c1ccc(C(=O)O)cc1)C(=O)Nc1ccccc1,-6,i,i,i,i,i,i,i,i,i,i
CCCN(C(=O)Cc1nc(N)n[nH]1)C1(C(=O)Nc2c(C)cccc2C)CCCCC1,-4,i,i,i,i,i,i,i,i,i,i
COc1ccc(NC(=O)C2C3CC/C=C\CCC32)cc1 (centres undefined),-12,i,i,i,i,i,i,i,i,i,i
C=CCN(c1ccc(C(=O)Nc2cc(C)cc(C)c2)cc1)S(C)(=O)=O,-11,i,i,i,i,i,i,i,i,i,i
CCN(CC)C(=O)c1cc([N+](=O)[O-])cc2c1-c1ccc([N+](=O)[O-])cc1C2=C(C#N)C#N,-1,i,i,i,i,i,i,i,i,i,i
CCc1ccc(NC2Nc3cc(C)nn3S2)cc1 (centres undefined),-6,i,i,i,i,i,i,i,i,i,i
O=C1C2C3C=CC(CC3)C2C(=O)N1c1ccc2c(c1)OCO2 (centres undefined),-5,i,i,i,i,i,i,i,i,i,i
NC(=O)c1c(N)sc2c1CCCC2,-7,i,i,i,i,i,i,i,i,i,i
CCNC(=S)N1CCN(C(=O)c2ccco2)CC1,-12,i,i,i,i,i,i,i,i,i,i
Cc1ccc(OCc2cc(C(=O)N3CCN(c4ccccc4)CC3)no2)cc1C,-14,i,i,i,i,i,i,i,i,i,i
COc1ccc(C2=[N+]([O-])C(C)(C)N(O)C2(C)C)cc1,-7,i,i,i,i,i,i,i,i,i,i
COCCCNS(=O)(=O)c1ccc(S(=O)(=O)N2CCCC2)cc1,-8,i,i,i,i,i,i,i,i,i,i
CC(=O)NC1=C(N(C)C2CCS(=O)(=O)C2)C(=O)c2ccccc2C1=O (centres undefined),-8,i,i,i,i,i,i,i,i,i,i
O=C(NCCCCc1ccccc1)C1CC(c2ccc(C(F)(F)F)cc2)=NO1 (centres undefined),-7,i,i,i,i,i,i,i,i,i,i
COc1ccc(N2CC(C(=O)N3CCN(C)CC3)CC2=O)cc1 (centres undefined),0,i,i,i,i,i,i,i,i,i,i
O=C(CO)N/N=C/c1cccc(Cl)c1Cl,-9,i,i,i,i,i,i,i,i,i,i
COc1ccc2oc(=O)cc(-c3cc4ccccc4o3)c2c1,-7,i,i,i,i,i,i,i,i,i,i
C/C(CC(=O)Nc1ccc(Cl)c(Cl)c1)=N\NC(=O)C(=O)N1CCCCC1,-22,i,i,i,i,i,i,i,i,i,i
O=C(Nc1nc(-c2ccccn2)cs1)c1ccco1,-4,i,i,i,i,i,i,i,i,i,i
S=c1[nH]nc(-c2ccco2)n1-c1ccc(Br)cc1,-7,i,i,i,i,i,i,i,i,i,i
CCc1ccc(NC(=O)C(CC)Sc2nc3ccsc3c(=O)n2CCC(=O)O)cc1 (centres undefined),-9,i,i,i,i,i,i,i,i,i,i
Nc1nc(-c2ccc3c(c2)CCCC3)c(CC(=O)O)s1,-2,i,i,i,i,i,i,i,i,i,i
C/C(N)=C(/C#N)C(=O)COC(=O)CCCNC(=O)c1ccc(Cl)cc1,-8,i,i,i,i,i,i,i,i,i,i
CC(=O)c1cccc(NC(=O)C2CCN(S(=O)(=O)c3ccc(F)cc3)CC2)c1,-7,i,i,i,i,i,i,i,i,i,i
COc1cc2[nH]c3c(=O)n(CCN(C(C)C)C(C)C)cnc3c2cc1OC,-5,i,i,i,i,i,i,i,i,i,i
CCC(Sc1nc(C)cc(=O)[nH]1)C(=O)Nc1nnc(C)s1 (centres undefined),-11,i,i,i,i,i,i,i,i,i,i
CCC1(c2cccc(Cl)c2)NC(=O)N(Cc2cc(C(=O)OC)c(C)o2)C1=O (centres undefined),-19,i,i,i,i,i,i,i,i,i,i
O=C(NCc1ccc2c(c1)OCO2)c1ccncc1,-4,i,i,i,i,i,i,i,i,i,i
COc1cc(C(=O)NC(=S)N(C)Cc2ccccc2)cc(OC)c1OC,-6,i,i,i,i,i,i,i,i,i,i
COc1ccc(C(=O)Nc2ccc(O)c3ccccc23)cc1,-3,i,i,i,i,i,i,i,i,i,i
COc1ccc(NC(=O)CN(C)C(=O)CSCc2c(C)noc2C)cc1,-4,i,i,i,i,i,i,i,i,i,i
CC(C)(C)OC(=O)N1CCC(CC2CC(c3ccncc3)=NO2)(C(=O)O)CC1 (centres undefined),-7,i,i,i,i,i,i,i,i,i,i
O=C(c1ccco1)N1CCN(CCCCOc2ccc(F)cc2)CC1,-5,i,i,i,i,i,i,i,i,i,i
Oc1ccc(CNc2ccccc2F)c2cccnc12,-11,i,i,i,i,i,i,i,7*,i,i
Cc1ccc(C)c(C(=O)OCC(=O)Nc2ccc(N3CCOCC3)cc2)c1,-8,i,i,i,i,i,i,i,i,i,i
Nc1cc(Cl)ccc1Oc1ccc(Cl)cc1,-9,i,i,i,i,i,i,i,i,i,i
Cc1ccc(-c2nn(CCC(N)=O)c(=O)c3ccccc23)cc1,0,i,i,i,i,i,i,i,i,i,i
CCOC(=O)C1C(=O)NC(c2ccccc2)=NC1c1ccc(Cl)cc1 (centres undefined),-10,i,i,i,i,i,i,i,i,i,i
O=C(O)CCc1ccc(-c2ccc(Cl)cc2)o1,-14,i,i,i,i,i,i,i,i,i,i
C/C(=N\NC(=O)c1ccn(C)n1)c1cccc(NC(=O)c2ccc(C)s2)c1,3,i,i,i,i,i,i,i,i,i,i
CC(C)(C)c1nc2ccccc2c2nnc(SCC(=O)Nc3nc4ccccc4s3)n12,0,i,i,i,i,i,i,i,i,i,i
CCCCNC(=S)NCc1ccc2[nH]c(C)cc2c1,-7,i,i,i,i,i,i,i,i,i,i
COC(=O)C1=C(N)c2ccccc2C1(C#N)c1ccccc1 (centres undefined),-8,i,i,i,-10*,i,i,i,i,i,i

Continued, overlapping the part above by 2 compounds.
SMILES,hERG protect,RGS4 pot,KCNK9 inh,MrgX1 ag,TMEM16A act,ANO1 block,KCNQ1 act,KCNK3 block,KCNQ1 block,RGS4 block,MrgX1 PAM
CCCCNC(=S)NCc1ccc2[nH]c(C)cc2c1,-7,i,i,i,i,i,i,i,i,i,i
COC(=O)C1=C(N)c2ccccc2C1(C#N)c1ccccc1 (centres undefined),-8,i,i,i,-10*,i,i,i,i,i,i
CCNC(=O)CN1c2cccc3cccc(c23)S1(=O)=O,-1,i,i,i,i,i,i,i,i,i,22*
COc1ccc(NC(=O)c2ccc(COCC(F)(F)C(F)F)cc2)cc1,13*,i,i,i,i,i,i,i,i,i,i
COc1ccc(OCc2n[nH]c(=S)n2N)cc1,-17,i,i,i,i,i,i,i,i,i,i
CC1CCN(S(=O)(=O)c2nnc(NC(=O)c3ccccc3Br)s2)CC1,-10,i,i,i,i,i,i,i,i,i,i
CCO/N=C1\C(=O)N(c2ccccc2)c2ccccc21,-14,i,i,i,i,i,i,i,i,i,i
O=C(Nc1nnc(SCc2ccccc2)s1)c1cc2c(s1)CCCC2,-3,i,i,i,i,i,i,i,i,i,i
COc1cc(O)c(C(CC(=O)N2CCCC2)c2ccc3c(c2)OCO3)c(OC)c1 (centres undefined),-8,i,i,i,i,i,i,i,i,i,i
Cc1cc(Cl)ccc1OCC(=O)NCC(c1cccs1)N1CCOCC1 (centres undefined),-16,i,i,i,i,i,i,i,i,i,i
O=C(O)c1cn(Cc2cccnc2)c(=O)c2ccccc12,-1,i,i,i,x,i,i,x,i,i,i
CCN(C(=O)CSc1nnc2ccccn12)c1c(N)n(Cc2ccccc2)c(=O)[nH]c1=O,-9,i,i,i,i,i,i,i,i,i,i
